# Assay outcomes deposited in PubChem BioAssay by several laboratories.
# Hsp90 block = displaces geldanamycin probe from tumor Hsp90 | NCI-N417 lysate Hsp90, Cy3B-geldanamycin FP displacement | inhibition, % at 30 µM | 0.35% of 64,000 active;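 active means inhibition above 50%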;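 further: 0% = tracer plus lysate wells and 100% = tracer alone without lysate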
# CatL inh = blocks human cathepsin L protease activity; P07711; purified cathepsin L, fluorogenic substrate, fluorescence; inhibition, %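 (tested at 10 µM)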; 0.17% of 58,000 active; in the data active means inhibition above about 45%;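 further: 0% = enzyme with no compound and 100% = no enzyme blank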
# Target sequence (P07711 114-288 limits assumed): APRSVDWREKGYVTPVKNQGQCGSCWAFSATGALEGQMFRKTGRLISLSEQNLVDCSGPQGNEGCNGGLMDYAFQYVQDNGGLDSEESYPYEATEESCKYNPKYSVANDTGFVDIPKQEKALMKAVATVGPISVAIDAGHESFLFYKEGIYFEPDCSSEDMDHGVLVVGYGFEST
# Target sequence (P07711 292-333 limits assumed): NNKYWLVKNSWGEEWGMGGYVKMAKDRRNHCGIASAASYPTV
# 5HT1a ag = activates the human 5-HT1a serotonin receptor. P08908. CHO 5-HT1a Ga15 NFAT-bla reporter, FRET ratio; 0% basal, 100% maximal reference agonist. activation, % at 10 µM. 0.56% of 65,000 active;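 active means activation above the screen-wide mean activation plus 3 SD, cut at about 19% in these data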;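 further: 0% = DMSO wells and 100% = 5-CT at EC100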
# Cathepsin G inh = cathepsin G (human) inhibition; inhibition, % at 5 µM (by protocol); purified enzyme, AMC-tetrapeptide fluorescence, pooled mixtures; AID 581; 0.2% of 62,000 active; P08311;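 active means inhibition above 20% in each of the two mixture wells holding the compound; inactive means inhibition of 20% or less in either well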;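 further: 0% = enzyme control without mixture and 100% = blank lacking enzyme; strong numbers were not always called active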
# Target sequence (P08311 21-244 limits assumed): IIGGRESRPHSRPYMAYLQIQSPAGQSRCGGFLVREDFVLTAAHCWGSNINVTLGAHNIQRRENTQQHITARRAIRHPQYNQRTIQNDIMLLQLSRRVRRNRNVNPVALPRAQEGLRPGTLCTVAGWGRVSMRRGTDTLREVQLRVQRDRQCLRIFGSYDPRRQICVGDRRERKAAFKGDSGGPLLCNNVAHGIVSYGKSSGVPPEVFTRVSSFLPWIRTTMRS
# MKP-1 inh = blocks human MKP-1 phosphatase activity. inhibition, %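 (compounds tested at a single concentration somewhere between 10 and 100 µM)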. 0.15% of 65,000 active. recombinant MKP-1, OMFP hydrolysis fluorescence. AID 374;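 active means inhibition above about 50%, limit read from the data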;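 further: 0% = DMSO max control wells and 100% = wells with enzyme stopped by NaOH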
# FXIIa inh mix = blocks human factor XIIa in pooled compound mixtures; P00748; purified FXIIa, fluorogenic substrate; inhibition, % at 5 µM; 0.2% of 62,000 active;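 further: 0% = enzyme without compound and 100% = no enzyme blank; some results filed as inactive read as strong as hits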
# C1s inh = human complement C1s inhibition; P09871; mean inhibition % of two 10-compound mixtures (stronger effect = higher value), % at 5 µM (by protocol); purified C1s, fluorogenic AMC substrate, pooled mixtures; 0.16% of 62,000 active;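 active means inhibition above 20% in each of the two 10-compound mixture wells holding the compound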;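 further: 0% = enzyme wells lacking compound mixture and 100% = no-enzyme blank wells; some compounds called inactive have numbers as strong as hits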
# Cdc25B inh = inhibitors of human Cdc25B phosphatase | recombinant Cdc25B, OMFP fluorescence Ex485/Em525 | inhibition, %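 (compounds tested at 10 µM final in the well)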 | 0.1% of 65,000 active; in the data active means inhibition above about 50%
# Target sequence (P30305 whole entry, looked up): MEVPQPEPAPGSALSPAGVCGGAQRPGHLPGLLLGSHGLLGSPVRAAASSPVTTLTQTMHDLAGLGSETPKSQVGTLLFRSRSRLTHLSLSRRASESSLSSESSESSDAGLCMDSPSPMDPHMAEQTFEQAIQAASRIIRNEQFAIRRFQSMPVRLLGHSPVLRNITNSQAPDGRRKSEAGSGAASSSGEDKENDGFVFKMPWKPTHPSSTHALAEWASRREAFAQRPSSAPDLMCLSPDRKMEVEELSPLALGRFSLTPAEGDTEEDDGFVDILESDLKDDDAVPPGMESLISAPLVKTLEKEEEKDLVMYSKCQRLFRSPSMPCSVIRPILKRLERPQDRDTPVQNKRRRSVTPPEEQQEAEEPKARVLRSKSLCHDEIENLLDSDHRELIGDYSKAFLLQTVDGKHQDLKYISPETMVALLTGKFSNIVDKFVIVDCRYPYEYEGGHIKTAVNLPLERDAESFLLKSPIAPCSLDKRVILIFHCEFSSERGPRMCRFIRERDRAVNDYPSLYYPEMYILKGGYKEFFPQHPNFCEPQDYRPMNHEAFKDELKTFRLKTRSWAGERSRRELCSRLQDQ
# FXIa mix inh = factor XIa (human) inhibition, mixture screen | P03951 | purified FXIa, fluorogenic substrate, pooled mixtures | inhibition, % at 5 µM | 0.19% of 62,000 active;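 further: each value is inhibition by a whole ten-compound pool holding the compound; 0% = enzyme with no mixture and 100% = wells lacking enzyme; strong numbers were not always called active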
# Active calls of the source: *; x = not tested or not shown. Unless noted, no stated cut-off is given here; in the data, active means inhibition above about 20% (passing the limit was not always enough); inactive means the rest. Hits appear at their usual frequency; about 1.6% have a hit in one of these screens.
item	SMILES	Hsp90 block	CatL inh	5HT1a ag	Cathepsin G inh	MKP-1 inh
1	Cc1oc2c(CN(C)C)c(O)ccc2c(=O)c1-c1cscn1	1	-16	-2.7	-7	2
2	COc1ccc(CN(CCN2CCOCC2)C(=O)c2c(F)cccc2F)cc1OC	-6	23	-1.1	-2	-3
3	COc1ccc(C)cc1NC(=O)C1C2C=CC(C2)C1C(=O)O (configuration not stated)	-1	-10	-0.3	-8	-3
4	CCN1CCCC1CNC(=O)c1cn(C)c2ccc(S(=O)(=O)N3CCCCCC3)cc2c1=O (configuration not stated)	2	10	-2.9	9	-2
5	CCCSc1nnc2nc3c(nn12)c1ccccc1n3C	-1	-3	-1.3	10	11
6	CSC1=NCCN1C(=O)c1ccco1	-2	x	-0.7	7	10
7	CC(C)n1c(SCc2cc(=O)[nH]c3ccccc23)nc2c1c(=O)n(C)c(=O)n2C	0	5	-1.2	11	1
8	COc1cc(C(Nc2ccc3c(c2)OCO3)C(=O)NC2CCCCC2)cc(OC)c1OC (configuration not stated)	2	5	-0.1	0	22
9	Cc1ccccc1N1CCN(Cc2c(C#N)c3ccccc3n2C)CC1	-7	-5	-1.2	1	-3
10	COC(=O)C1C(=O)NC(SC)=C(C#N)C1c1ccccc1F (configuration not stated)	1	6	-4.0	9	-14
11	C=CCOC(=O)C1=C(C)OC(N)=C(C#N)C1c1c(C)nn(-c2ccccc2)c1Cl (configuration not stated)	-8	-1	-1.1	2	18
12	CCOC(=O)C(NC(=O)c1ccccc1)(Nc1cc(C)on1)C(F)(F)F (configuration not stated)	-4	2	-1.7	11	3
13	COc1ccc(C2N(c3cc(C)on3)C(=O)C3CCCN32)cc1OC (configuration not stated)	-3	7	-1.6	2	9
14	NC(=O)COC(=O)CNC(=O)c1ccc(Cl)cc1	-1	19	-1.0	3	5
15	O=C(c1ccc(CS(=O)(=O)Cc2ccc(Cl)cc2)o1)N1CCCC1	-2	-2	0.2	13	26

item	FXIIa inh mix	C1s inh	Cdc25B inh	FXIa mix inh
1	-22	-44	0	-6
2	7	1	-9	2
3	15	-62	0	-8
4	6	3	11	-2
5	3	17	-10	4
6	-6	-19	-12	2
7	-28	19	-3	5
8	-18	1	-3	8
9	18	0	0	7
10	3	2	-9	-5
11	-1	1	8	4
12	9	19	-9	7
13	3	2	8	8
14	3	-20	1	2
15	-3	12	-3	1

# (continued)
item	SMILES	Hsp90 block	CatL inh	5HT1a ag	Cathepsin G inh	MKP-1 inh
16	Cc1ccc2[nH]c(=S)cc(C)c2c1	-5	-4	-5.2	-1	3
17	COc1ccc2c(=O)c3c(=O)n(Cc4ccco4)c(C4CCCCC4)nc3oc2c1	-2	-2	-0.8	-9	-19
18	Cc1sc(NC(=O)C2CCCO2)c(C#N)c1C (configuration not stated)	x	-1	-2.1	0	6
19	Cc1oc2cc(O)ccc2c(=O)c1Oc1ccccc1Br	-4	x	-1.0	-2	11
20	CC(=O)Oc1ccccc1-c1nc(C)nc(N(C)C(C)=O)n1	0	-3	-1.2	-1	0
21	CCn1c(SCC(=O)Nc2ccccc2C(=O)OC)nnc1-c1ccoc1C	-1	4	-5.5	8	-12
22	CC(C)CC(C(=O)Nc1oc(-c2ccco2)c(-c2ccco2)c1C#N)N1C(=O)c2ccccc2C1=O (configuration not stated)	-28	19	-3.2	6	36
23	Cc1c(NC(=O)c2ccc(CN3CCc4ccccc4C3)cc2)c(=O)n(-c2ccccc2)n1C	-5	5	-0.3	-37	1
24	O=C(Nc1ccc(Cl)cc1)N1CCCC1	0	7	-1.0	7	-7
25	COc1ccc(OC)c(S(=O)(=O)NCCc2ccccc2)c1	-2	x	-1.4	2	-4
26	CCn1c(SC(C)C(=O)OC)nnc1-c1c[nH]c2ccccc12 (configuration not stated)	-3	x	-1.9	0	5
27	COC(=O)c1c(NC(=O)Cc2cccs2)sc2c1CCC(C)C2 (configuration not stated)	-4	3	-1.6	2	-2
28	CCCn1c(CNc2ccc(Br)cc2)nc2ccccc21	-6	7	-1.6	11	1
29	CC(NC(=O)NCCCC(=O)O)(C(F)(F)F)C(F)(F)F	1	4	1.3	12	-19
30	N#CCCn1c(C(C#N)(CCC#N)CCC#N)nc2ccccc21	-3	-1	0.3	14	3

item	FXIIa inh mix	C1s inh	Cdc25B inh	FXIa mix inh
16	-13	-1	-3	2
17	-1	-28	-12	-1
18	1	2	-1	6
19	2	-10	-8	-1
20	2	0	1	-2
21	8	14	10	-1
22	16	3	30	1
23	4	5	-3	6
24	-2	0	-20	14
25	2	-62	-4	-11
26	-2	-36	-13	-3
27	-22	1	6	6
28	3	18	-7	5
29	-19	-9	-30	0
30	8	7	5	8

# Next compounds:
item	SMILES	Hsp90 block	CatL inh	5HT1a ag	Cathepsin G inh	MKP-1 inh
31	COc1cc(OC)cc(C(=O)NCC(=O)N2CCC(C)CC2)c1	-1	25	-3.3	1	-3
32	COc1cccc(C2C(C#N)=C(N)Oc3c2oc(CO)cc3=O)c1OC (configuration not stated)	0	13	1.1	13	-19
33	Cc1onc(-c2ccccc2)c1C(=O)OCC(=O)c1ccccc1	1	-2	-1.4	1	-6
34	Cc1ccc(S(=O)(=O)N2CCCC2C(=O)Nc2cc(C)on2)cc1 (configuration not stated)	0	8	-1.6	0	16
35	Cc1ccc(-c2nnn(CC(=O)Nc3cccc4cccnc34)n2)o1	-3	-6	2.5	-5	-14
36	O=C(Nc1ccccc1Cl)c1cccs1	-2	21	-2.4	-2	-9
37	CC(C)Cc1cc(C(=O)NCCN2CCOCC2)no1	-4	x	-5.2	-2	-5
38	Cc1nc2oc(C(=O)c3ccccc3)c(N)c2c2c1COC(C)(C)C2	-1	-5	-1.4	0	-11
39	CCC(c1nnnn1CCOC)N(Cc1ccc(C)cc1)Cc1cc2cc(OC)ccc2[nH]c1=O (configuration not stated)	-1	-2	0.8	-6	23
40	CCOC(=O)C1CCN(Cc2c(O)ccc3ccccc23)CC1	-3	6	-3.0	2	-2
41	CCOCCCn1c(C)nc2c(c1=O)c1nc3ccccc3nc1n2-c1ccc(C)cc1	-5	13	0.6	2	7
42	CN(C)S(=O)(=O)N1CCN(c2cccc(Cl)c2)CC1	1	-4	-2.0	3	-13
43	COc1cccc2cc(C(=O)N3CCN(c4ccccc4F)CC3)c(=O)oc12	-5	4	13	-5	2
44	CCOc1ccc(C(C)NC(=O)CCC(=O)O)cc1 (configuration not stated)	2	1	-2.5	-1	6
45	Cn1c(Cc2cccs2)nnc1SCC(=O)N1CCc2ccccc21	-3	-2	0.5	-4	3

item	FXIIa inh mix	C1s inh	Cdc25B inh	FXIa mix inh
31	2	8	5	-4
32	-14	15	-13	1
33	2	1	-3	5
34	5	-3	6	6
35	-8	4	4	3
36	17	-6	0	3
37	2	-56	-6	-5
38	2	-14	-11	6
39	-2	-63	-1	-3
40	0	-1	2	8
41	-17	-14	2	-9
42	1	1	-12	3
43	2	-12	-9	9
44	9	-5	1	8
45	-14	-13	-15	-9

# The list goes on.
item	SMILES	Hsp90 block	CatL inh	5HT1a ag	Cathepsin G inh	MKP-1 inh
46	CC(=O)c1ccc(-c2nc3c4ccccc4ccn3c2C(C)=O)o1	-8	12	-0.9	12	2
47	Cc1cc(NS(=O)(=O)c2ccc(C3CCCCC3)cc2)no1	-5	7	1.0	10	11
48	O=C(c1cccc(S(=O)(=O)N2CCOCC2)c1)N1CCOCC1	-2	4	0.6	10	8
49	CC(C)(C)c1ccc(-c2nnc(SCCC#N)n2C2CCCC2)cc1	-3	1	3.2	6	6
50	CCCN1C(=O)C(NS(=O)(=O)c2ccc(N)cc2)(C(F)(F)F)C(C(=O)OC)=C1C (configuration not stated)	1	2	-0.7	12	7
51	CN1CCc2c(sc(/N=C/c3ccco3)c2C(N)=O)C1	-4	-12	3.6	-5	-15
52	N#Cc1nc(COc2ccccc2)oc1N1CCCCC1	0	-4	-0.1	3	-4
53	COc1ccc(CN(C(=O)Cn2nnc3ccccc32)C(C(=O)NC(C)(C)C)c2ccco2)cc1 (configuration not stated)	-2	2	-0.9	-2	8
54	CCN(CC)CCNC(=O)c1cn(C)c2ccc(S(=O)(=O)N(C)C3CCCCC3)cc2c1=O	-3	x	-0.9	10	-4
55	O=c1c2ccccc2c(C=NCCCN2CCOCC2)c(O)n1Cc1ccccc1	-3	4	0.5	-5	25
56	COc1ccc(N2C(=O)C3CCCN3C2c2cc(OC)c(OC)c(OC)c2)cc1 (configuration not stated)	-1	9	-0.5	-11	3
57	CC1=C(C(=O)OCC2CCCO2)C(c2ccncc2)C2=C(CC(C)(C)CC2=O)N1 (configuration not stated)	-3	-21	0.9	-5	-4
58	CCOC(=O)Nc1ccc(C(N)=O)cc1	-2	15	1.4	-7	-8
59	Cc1cc(NCCCn2ccnc2)n2c(nc3ccccc32)c1C#N	2	-53	0.0	-18	2
60	COc1ccc(N2C(=O)C3CCCN3C2c2ccccc2OC)cc1 (configuration not stated)	-1	2	2.4	-12	7

item	FXIIa inh mix	C1s inh	Cdc25B inh	FXIa mix inh
46	9	6	-4	12
47	-19	12	4	14
48	1	14	-15	6
49	-1	12	-25	3
50	4	15	-7	7
51	18	-26	-1	-1
52	3	4	-8	2
53	5	0	-5	8
54	10	-11	-15	2
55	9	-5	-13	5
56	-20	-126	-9	-9
57	-13	-18	0	2
58	5	-13	-2	4
59	14	-46	-8	-9
60	7	-16	1	4

# Filtered by structure: those above with an aryl thioether with sulfur outside any ring.
item	SMILES	Hsp90 block	CatL inh	5HT1a ag	Cathepsin G inh	MKP-1 inh
5	CCCSc1nnc2nc3c(nn12)c1ccccc1n3C	-1	-3	-1.3	10	11
7	CC(C)n1c(SCc2cc(=O)[nH]c3ccccc23)nc2c1c(=O)n(C)c(=O)n2C	0	5	-1.2	11	1
21	CCn1c(SCC(=O)Nc2ccccc2C(=O)OC)nnc1-c1ccoc1C	-1	4	-5.5	8	-12
26	CCn1c(SC(C)C(=O)OC)nnc1-c1c[nH]c2ccccc12 (configuration not stated)	-3	x	-1.9	0	5
45	Cn1c(Cc2cccs2)nnc1SCC(=O)N1CCc2ccccc21	-3	-2	0.5	-4	3
49	CC(C)(C)c1ccc(-c2nnc(SCCC#N)n2C2CCCC2)cc1	-3	1	3.2	6	6

item	FXIIa inh mix	C1s inh	Cdc25B inh	FXIa mix inh
5	3	17	-10	4
7	-28	19	-3	5
21	8	14	10	-1
26	-2	-36	-13	-3
45	-14	-13	-15	-9
49	-1	12	-25	3

# One compound at a time (already shown).
# Shown for CC1=C(C(=O)OCC2CCCO2)C(c2ccncc2)C2=C(CC(C)(C)CC2=O)N1 (configuration not stated) → Hsp90 block: -3; CatL inh: -21; 5HT1a ag: 0.9; Cathepsin G inh: -5; MKP-1 inh: -4; FXIIa inh mix: -13; C1s inh: -18; Cdc25B inh: 0; FXIa mix inh: 2
# Shown for Cc1cc(NCCCn2ccnc2)n2c(nc3ccccc32)c1C#N → Hsp90 block: 2; CatL inh: -53; 5HT1a ag: 0.0; Cathepsin G inh: -18; MKP-1 inh: 2; FXIIa inh mix: 14; C1s inh: -46; Cdc25B inh: -8; FXIa mix inh: -9

# (list continues)
item	SMILES	Hsp90 block	CatL inh	5HT1a ag	Cathepsin G inh	MKP-1 inh
61	CC(=O)NC1(c2nnnn2CCOC(=O)Nc2ccc(Cl)cc2)CCCCC1	-5	10	-0.5	8	-2
62	COc1cccc(C2C3=C(N=C4SCC(=O)N42)c2ccccc2CC3)c1OC (configuration not stated)	-3	0	1.1	-5	8
63	CC1CN(C2CCN(S(=O)(=O)c3ccc4ccccc4c3)CC2)CC(C)O1 (configuration not stated)	-4	7	-1.8	x	-7
64	Cc1ccc(-n2[nH]c(C)c(/C=N/n3c(C)nc4ccccc4c3=O)c2=O)cc1	-4	-5	-2.7	-1	-21

item	FXIIa inh mix	C1s inh	Cdc25B inh	FXIa mix inh
61	-16	-16	-9	10
62	-2	1	-12	1
63	x	x	1	x
64	11	1	-11	6
